# RGS4 act = RGS4 potentiators or activators, primary screen, cell-based, HEK293 M3R inducible RGS4, calcium flux; B-score at 10 µM; carbachol calcium flux Fluo4; active compounds read low; 0.92% of 310,000 active; AID 463111, 2010;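 active = B-score of the integrated calcium signal more than 4 SD below the library mean, with starting fluorescence not abnormally high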;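 also: negative B-score means reduced calcium response which marks RGS4 activation or potentiation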
#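 Assay system: Inducible-RGS4 HEK293 cells carrying M3 receptor | Schedule: Compound preincubation 20 min at room temperature before agonist | Signal: Kinetic calcium fluorescence imaging with Fluo4-AM dye, 2 µM | Read-out basis: B score from integrated fluorescence ratio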
# MrgX1 antag = antagonists of human MrgX1 receptor, primary screen, HEK293 cells, Fluo-4 calcium flux | Mas-related G-protein coupled receptor member X1 (Homo sapiens), Q96LB2 | BAM8-22 antagonism; active compounds read low | B-score at 10 µM | 1.3% of 310,000 active | AID 588676, 2011;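 active = calcium-response B-score plate-corrected more than 3 library SD below zero, starting fluorescence within 5 deviations, no agonist response on first addition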;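 also: peak minus trough fluorescence over baseline after final BAM8-22 challenge near maximal dose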
# Target sequence (Q96LB2 whole entry, looked up): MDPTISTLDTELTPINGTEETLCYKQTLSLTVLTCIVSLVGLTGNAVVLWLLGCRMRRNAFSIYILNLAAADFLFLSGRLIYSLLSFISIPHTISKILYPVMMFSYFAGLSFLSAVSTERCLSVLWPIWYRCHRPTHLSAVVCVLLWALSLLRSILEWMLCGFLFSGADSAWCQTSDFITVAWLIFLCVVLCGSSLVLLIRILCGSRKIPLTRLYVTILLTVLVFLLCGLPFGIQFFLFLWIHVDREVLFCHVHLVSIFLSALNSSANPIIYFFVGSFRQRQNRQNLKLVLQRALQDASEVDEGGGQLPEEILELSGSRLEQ
# SKKanGAS inh = S. pyogenes SKKanGAS growth inhibitors in kanamycin, primary screen, streptokinase expression inhibitor project, SKKanGAS strain, BacTiter-Glo luminescence. inhibition, % at 7.5 µM. AID 1662, 2009. 6 h. 1.3% of 300,000 active;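 active = mean replicate score, as percent of positive control median, at least 50; inconclusive = mean below 50 but one replicate at or above 50; inactive = mean and every replicate below 50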;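 also: strain carries kanamycin resistance gene driven by streptokinase promoter and grows in 40 µg/ml kanamycin; loss of luminescence reflects streptokinase promoter inhibition or plain growth inhibition; 0% = median of DMSO wells and 100% = positive control at its reference dose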
# RGS4 inh = RGS4 inhibitors, primary screen, cell-based, HEK293 M3R inducible RGS4, calcium flux | B-score at 10 µM | Regulator of G-protein signaling 4 (Homo sapiens), P49798 | Fluo-4 calcium flux; active compounds read high; triggered by carbachol at its EC20 | 0.45% of 310,000 active;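 active = B-score, a plate-corrected calcium signal, over three deviations above library mean, with baseline fluorescence within five deviations of library mean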;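 also: RGS4 expression induced by doxycycline in cells with stable M3 receptor; B-score is computed from the integrated fluorescence ratio over baseline after carbachol; higher B-score means a larger calcium signal and so more RGS4 inhibition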
# Target sequence (P49798 whole entry, looked up): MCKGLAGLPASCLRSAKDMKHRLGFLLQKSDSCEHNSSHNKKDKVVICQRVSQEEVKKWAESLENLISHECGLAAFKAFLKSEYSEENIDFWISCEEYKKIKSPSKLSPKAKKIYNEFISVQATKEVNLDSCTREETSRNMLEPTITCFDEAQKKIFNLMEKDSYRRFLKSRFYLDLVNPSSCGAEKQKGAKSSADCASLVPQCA
# TRPC6 activator = mouse TRPC6 channel activators, primary screen, cell-based, HEK293, membrane potential dye; Short transient receptor potential channel 6 (Mus musculus), Q61143; HEK293-TRPC6 membrane potential dye fluorescence; active compounds read high; B-score at 10 µM; 0.13% of 310,000 active; AID 2550, 2010;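 active = B-score of the integrated fluorescence ratio above library mean plus 3 SD, and starting fluorescence ratio within library mean plus 5 SD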;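 also: higher score means more depolarization so channel activation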
# MrgX1 agonist = agonists of human MrgX1 receptor, primary screen, HEK293 cells, Fluo-4 calcium flux; Fluo-4 calcium fluorescence, agonist mode; active compounds read high; B-score at 10 µM; 0.44% of 310,000 active; AID 588627, 2011;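 active = calcium response B-score plate-corrected fluorescence ratio at least 3 library SD, with starting fluorescence B-score inside 5 SD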
#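 Material: HEK293 cells stably expressing human MrgX1 receptor | Quantity: 15,000 cells per well | Times: Cells plated overnight, dye loaded 0.5 h 37 °C, 0.5 h room temperature | Measured by: Kinetic Fluo-4 NW fluorescence of intracellular calcium | Control set: Positive and negative controls per plate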
# MrgX1 allo act = positive allosteric modulators of MrgX1, primary screen, HEK293 cells, Fluo-4 calcium flux | Mas-related G-protein coupled receptor member X1 (Homo sapiens), Q96LB2 | FDSS; active compounds read high | B-score at 10 µM | 0.63% of 310,000 active | AID 588675, 2011;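 active = plate-corrected calcium response at least 3 library SD above typical, normal starting fluorescence, not activating the receptor alone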;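 also: compound read alongside a low EC10 to EC30 dose of BAM8-22 agonist; peak minus trough fluorescence over baseline measured at the second addition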
# TRPC6 inh = mouse TRPC6 channel inhibitors, primary screen, cell-based, HEK293, membrane potential dye; B-score at 10 µM; Short transient receptor potential channel 6 (Mus musculus), Q61143; 1.1% of 310,000 active; ACh-evoked depolarization; active compounds read low;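 active = B-score under library mean minus 3 SD, initial fluorescence not abnormally high, positive integrated signal ratio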;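 also: B-score derived from integrated fluorescence ratio over the kinetic read; more negative B-score means stronger inhibition of depolarization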
# TMEM16A act = TMEM16A chloride channel activators or potentiators, primary screen, cell-based, HTS; 0.3% of 340,000 active; B-score at 10 µM; HEK293 TMEM16A/YFP-H148Q/I152L, iodide quench fluorescence; active compounds read low;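 active = fluorescence-ratio B-score plate-corrected deviation score at least 3 library SD below zero, with starting fluorescence score within 5 deviations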;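 also: channel opened by trigger with iodide after compound preincubation; score built on the fluorescence ratio of max minus min over baseline; more negative score means more quench and so TMEM16A activation or potentiation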
# HDAC3 inhib = HDAC3 deacetylase inhibitors, primary screen, biochemical, fluorescence, cell-free homogeneous; Histone deacetylase 3 (Homo sapiens), O15379; recombinant HDAC3, fluorogenic peptide/trypsin coupled; inhibition, % at 8.3 µM; 0.15% of 320,000 active; AID 2718, 2010; in the data active = inhibition above about 26%, passing the limit was not always enough; inconclusive = no clear call, values can overlap the other calls
# Target sequence (O15379 whole entry, looked up): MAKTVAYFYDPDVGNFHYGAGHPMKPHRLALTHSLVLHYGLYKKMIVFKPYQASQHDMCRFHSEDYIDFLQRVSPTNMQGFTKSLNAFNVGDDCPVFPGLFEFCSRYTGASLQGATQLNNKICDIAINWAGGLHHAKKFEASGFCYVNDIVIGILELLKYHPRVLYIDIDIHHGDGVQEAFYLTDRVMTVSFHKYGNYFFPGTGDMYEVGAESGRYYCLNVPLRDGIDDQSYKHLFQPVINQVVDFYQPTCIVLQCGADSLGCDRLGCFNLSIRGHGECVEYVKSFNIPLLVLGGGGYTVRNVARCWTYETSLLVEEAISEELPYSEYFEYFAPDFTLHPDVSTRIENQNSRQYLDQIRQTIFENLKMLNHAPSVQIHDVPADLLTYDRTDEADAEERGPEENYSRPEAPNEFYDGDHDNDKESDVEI
# TMEM16A inh = TMEM16A chloride channel inhibitors, primary screen, cell-based, HTS; 1.2% of 310,000 active; HEK293 TMEM16A/YFP iodide influx fluorescence, ionomycin; Anoctamin-1 (Mus musculus), Q8BHY3; normalized B-score (activity score, 25-100; higher = stronger inhibition) at 10 µM; AID 588511, 2011;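 active = ratio plate-corrected score three or more library SD toward inhibition, starting fluorescence score within five deviations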;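 also: score derived from kinetic fluorescence span divided by baseline fluorescence per well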
# * marks the source's active call; other numbers are inactive results; i = inactive; ? = inconclusive; · = not tested or not shown.
item	Structure	MrgX1 agonist	TMEM16A inh	RGS4 act	SKKanGAS inh	TMEM16A act	MrgX1 allo act	TRPC6 activator	RGS4 inh	TRPC6 inh	MrgX1 antag	HDAC3 inhib
1	Cc1onc(-c2ccccc2Cl)c1-c1nc(-c2ccccn2)no1	i	i	i	1	i	i	i	i	i	i	4
2	CCN(CC(=O)Nc1ccc(NC(C)=O)cc1)C(=O)CCCSc1nc2ccccc2[nH]1	i	i	i	-11	i	i	i	i	i	i	1
3	Cc1ccc(S(=O)(=O)N2CCCCC2)cc1NC(=O)Nc1ccc(Cl)cc1Cl	i	i	i	·	i	i	i	i	i	i	1
4	Cc1ccc(NC(=O)COC(=O)/C(=C/c2cccs2)c2cccs2)cc1S(=O)(=O)N(C)C	i	i	i	13	i	i	i	i	i	i	0
5	C=CCOc1ccc(C2C(C(=O)c3ccco3)=C(O)C(=O)N2Cc2cccnc2)cc1 (centres undefined)	i	i	i	-7	i	i	i	i	i	i	1
6	Cc1ccc(OC(C)C(=O)N/N=C/c2ccccn2)cc1 (centres undefined)	i	i	i	-7	i	i	i	i	i	i	-3
7	Cc1ccc(OCC(=O)Nc2ccc(F)cc2)cc1C	i	i	i	12	i	i	i	i	i	i	-3
8	COc1ccccc1NS(=O)(=O)CC12CCC(CC1=O)C2(C)C (centres undefined)	i	i	i	-3	i	i	i	i	i	i	4
9	COc1cccc2[nH]c3c(N4CCc5ccccc5C4)ncnc3c12	i	i	i	10	·	i	i	i	i	i	1
10	Cc1ccccc1N=C1NC(=O)CS1	i	i	i	-2	i	i	i	i	i	i	6
11	Cc1nn(C)c(C(=O)NC(=S)Nc2ccc([N+](=O)[O-])cc2)c1Cl	·	·	i	11	i	·	i	i	i	·	·
12	CCOc1ccc(C2C(C#N)=C(N)SC(N)=C2C#N)cc1OC	i	i	i	18	·	i	i	i	i	i	6
13	Cc1ccc(-c2cc(C(=O)NCC3CCCO3)c3ccccc3n2)cc1C (centres undefined)	i	i	i	-5	i	i	i	i	i	i	0
14	COc1ccc(OC)c(NC(=O)CSc2nnc(Cc3cccn3C)n2-c2ccc(F)cc2)c1	i	i	i	4	i	i	i	i	i	i	-7
15	O=[N+]([O-])c1cccnc1N1CCN(c2ccc(F)cc2)CC1	i	i	i	4	i	i	i	i	i	i	8
16	Cc1onc(-c2ccccc2Cl)c1C(=O)Nc1cccnc1	i	i	i	5	i	i	i	i	i	i	3
17	COc1ccc2c(c1)C(NC(=O)C(F)(F)F)CC2=O (centres undefined)	i	i	i	-3	i	i	i	i	i	i	-3
18	O=C1c2ccccc2C(=O)c2c1cccc2N(CCO)CCO	i	i	i	9	i	i	i	i	i	i	1
19	Cc1cc2c(n1-c1ccc(C(=O)O)cc1)CCCCC2	i	i	i	-5	·	i	i	i	i	i	12
20	O=C1CCC(c2ccccc2)N1C(=O)c1cccnc1 (centres undefined)	i	i	i	-6	i	i	i	i	i	i	1
21	O=C(C1CC1)N1N=C2CCCCC2C1(O)C(F)(F)F (centres undefined)	i	i	i	-4	i	i	i	i	i	i	4
22	COC(CNC(=O)c1c[nH]c2ccc(S(=O)(=O)N3CCOCC3)cc2c1=O)OC	i	i	i	-4	i	i	i	i	i	i	4
23	O=C(NC1CCCCC1)C1CCCN1C(=O)Nc1ccccc1 (centres undefined)	i	i	i	3	i	i	i	i	i	i	?
24	CC1(C)CC(=O)C=C(NCCc2c[nH]c3ccccc23)C1	i	i	i	12	i	i	i	i	i	i	0
25	O=C(NC1CCCCC1)c1cccc(Cn2cc(Cl)cn2)c1	i	i	i	1	i	i	i	i	i	i	-3
26	O=C1c2ccccc2C(=O)N1CCN1CCCCC1	i	i	·	1	i	i	·	·	·	i	·
27	COc1cccc(NC(=O)Nc2cc(C(=O)NCC3CCCO3)ccc2N2CC3CC(C2)c2cccc(=O)n2C3)c1 (centres undefined)	i	i	i	-3	i	i	i	i	i	i	4
28	O=C(c1cccc(F)c1)N1CCCC(C(=O)N2CCCCC2)C1 (centres undefined)	i	i	i	2	i	i	i	i	i	i	-4
29	COC(=O)c1ccc(COc2ncnc3sccc23)cc1	i	i	i	2	i	i	i	i	i	i	6
30	COc1cc(S(=O)(=O)n2nc(C)cc2C)ccc1Cl	i	i	i	4	i	i	i	i	i	i	6
31	Nc1cccnc1Sc1ccc(Cl)cc1	i	i	i	8	i	i	i	i	i	i	0
32	CN(C)c1cc[n+](CC[n+]2ccc(N(C)C)cc2)cc1	i	i	i	8	i	i	i	i	-5.5*	i	-4
33	NC(=O)c1ccc(-c2csnn2)cc1	i	i	i	-3	i	i	i	i	i	i	-2
34	Cn1c(CC(=O)Nc2ccc(F)cc2)nnc1SCC(=O)NC1CCCCC1	i	i	i	6	i	i	i	i	i	i	4
35	CC(=O)c1cccc(NC(=S)NCCC2=CCCCC2)c1	i	i	i	2	i	i	i	i	i	i	-1
36	O=C(Nc1ccnn1C1CCN(Cc2ccccc2)CC1)c1ccccc1Cl	i	i	i	-2	i	i	i	i	i	i	·
37	Cc1cc(OCC(O)CNC(C)(C)C)ccc1Cl (centres undefined)	i	i	i	-2	i	i	i	i	i	i	12
38	O=C(CN1C(=O)NC2(CCCC2)C1=O)N1CCN(c2ccccc2Cl)CC1	i	i	i	0	i	i	i	i	i	i	8
39	COc1ccc(CN2CCN(S(=O)(=O)c3ccc(NC(C)=O)cc3)CC2)c(OC)c1OC	i	i	i	1	i	i	i	i	i	i	0
40	CC(/C=N/NC(=O)c1ccccc1F)=C\c1ccccc1	i	i	i	-3	i	i	i	i	i	i	4
41	Cc1ccc(Oc2cc([N+](=O)[O-])cc3c2C(=O)Nc2ccccc2O3)cc1	i	i	i	9	i	i	i	i	i	i	3
42	CCOc1ccccc1N=NC1C(=O)N(C(N)=S)N=C1C (centres undefined)	i	i	i	-6	i	i	i	i	i	i	4
43	Cc1ccc2nc(C3CCN(CC(=O)N4CCCCCC4)CC3)[nH]c2c1	i	i	i	-3	i	i	i	i	i	i	-3
44	COc1ccc(NC(=O)C2=CC(c3cccs3)=NS(=O)(=O)N2C)cc1	i	i	i	-5	i	i	i	i	i	i	-6
45	CCOc1ccc(OCC)c(NC(=O)CN(C)S(=O)(=O)c2cccc3nsnc23)c1	i	i	i	1	i	i	i	i	i	i	-2
46	COc1ccccc1N1CCN(CCC(=O)Nc2ccc(F)cc2)CC1	i	i	i	0	i	i	i	i	i	i	-4
47	CCOC(=O)N1CCC(N(CCN(C)C)C(=S)Nc2cc(C)ccc2C)CC1	i	i	i	3	i	i	i	i	i	i	-2
48	Cc1cc(=O)oc2cc(NC(=O)c3c(Cl)cnn3C)ccc12	i	i	i	1	i	i	i	i	i	i	·
49	Cc1sc2nc(SCC(=O)N(C)C)[nH]c(=O)c2c1C	i	i	·	-6	i	i	·	·	·	i	2
50	CCC1(CC)NC(=O)N(CC(=O)OCC(=O)Nc2ccccc2[N+](=O)[O-])C1=O	i	i	i	1	i	i	i	i	i	i	0

# The list continues.
item	Structure	MrgX1 agonist	TMEM16A inh	RGS4 act	SKKanGAS inh	TMEM16A act	MrgX1 allo act	TRPC6 activator	RGS4 inh	TRPC6 inh	MrgX1 antag	HDAC3 inhib
51	O=C(COC(=O)c1ccccc1OCC(=O)Nc1ccc(Br)cc1)Nc1ccccc1	i	i	i	3	i	i	i	i	i	i	-1
52	COc1ccc2[nH]cc(CCNS(=O)(=O)Cc3ccccc3)c2c1	i	i	i	-6	i	i	i	i	i	i	-1
53	Cc1ccc(S(=O)(=O)CCc2nnc(NC(=O)C3CCCCC3)s2)cc1	i	i	i	-2	i	i	i	i	i	i	-3
54	C=Cc1ccc(C(=O)NC2CCCN(Cc3ccccc3F)C2)cc1 (centres undefined)	i	i	i	-8	i	i	i	i	i	i	-3
55	CCOc1ccccc1C(=O)N[C@H](C(=O)Nc1nc2c(s1)CCCC2)C(C)C	i	i	i	-1	i	i	i	i	i	i	12
56	CCOC(=O)c1oc2cccc(O)c2c1CN1CCOCC1	i	i	i	9	i	i	i	i	i	i	2
57	CC1(c2ccccc2)NC(=O)N(CC(=O)Nc2cc(S(=O)(=O)N3CCOCC3)ccc2Cl)C1=O (centres undefined)	i	i	i	0	i	i	i	i	i	i	-4
58	Cc1ccc(Nc2c(-c3ccc(N(C)C)cc3)nc3ncccn23)cc1	i	i	i	10	i	i	i	i	i	i	·
59	O=C(NCCCN1CCOCC1)C1CCN(S(=O)(=O)c2ccccc2)CC1	i	i	i	-4	i	i	i	i	i	i	-7
60	COc1cccc(OCCSc2nc(N)cc(N)n2)c1	i	25*	i	5	i	i	i	i	i	i	0
61	CN1CCN(NC(=O)CN2C(=O)/C(=C/c3ccccc3F)SC2=S)CC1	i	i	i	-6	·	i	i	i	i	i	1
62	CC(NC(=S)Nc1ccc(OC(F)F)c(Cl)c1)C(C)(C)C (centres undefined)	i	i	i	27	i	i	i	i	i	i	8
63	COC(=O)CNc1nc(C2CC2)nc2c1nnn2Cc1ccccc1Cl	i	i	i	-7	i	i	i	i	i	i	1
64	CC(=O)Nc1ccc(C(=O)Nc2nc(-c3cc(C)n(Cc4ccccc4)c3C)cs2)cc1	i	i	i	16	i	i	i	i	i	i	0
65	NC(=O)C1CCN(C(=O)CSCc2ccccc2Cl)CC1	i	i	i	-1	i	i	i	i	i	i	3
66	O=C(CNC(=O)c1ccccc1F)NCCN1C(=O)S/C(=C\c2ccccc2Cl)C1=O	i	i	i	-3	i	i	i	i	i	i	3

# Screening results (PubChem BioAssay)

# Outcome played no part in choosing rows; about 6.7% have a hit in one of these screens.
